Assay outcomes as filed in PubChem.
KOR beta-arrestin-1: KOR agonists, beta-arrestin recruitment, primary screen, cell-based, luminescence, uHTS (AID 1777). actives 0.02% (n = 280,000). KOR beta-arrestin recruitment, luminescence; higher % means a stronger effect. activation, % at 10 µM, or EC50 in µM where a hit was titrated; in the data active means activation above about 50%, passing the limit was not always enough; further: a part of the inactive calls stands beside numbers as strong as those of hits
NOD1 NF-kB reporter: NOD1 signaling inhibitors, primary screen, cell-based, luminescence, uHTS (AID 1578) | actives 1% (n = 290,000) | NOD1-driven NF-kB luciferase reporter cells, luminescence; higher % means a stronger effect | inhibition, % at 4 µM, or EC50 in µM where a hit was titrated; in the data active means inhibition mostly above about 36%, no sharp cut-off; inactive means mostly below about 34%;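 further: HEK-293T reporter cells stimulated with the NOD1 agonist gamma-tri-DAP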
KOR beta-arrestin-2: kappa opioid receptor blockers – cell-based, luminescence, uHTS (AID 1778); KOR beta-arrestin recruitment, luminescence, antagonist mode; higher % means a stronger effect; inhibition, % at 10 µM; hits with a dose series show IC50 in µM; actives 0.091% (n = 290,000); further: strong numbers were not always called active
Large T inhibition: TAg ATPase/helicase activity blockers – biochemical (AID 1903); SV40 large T antigen ATPase/helicase inhibition assay; higher % means a stronger effect; actives 0.39% (n = 310,000); inhibition, % at 20 µM, or IC50 in µM where a hit was titrated; in the data active means a potency from the dose series; further: strong numbers were not always called active
HEK293 NOD2/NF-kB: NOD2 signaling inhibitors, cell-based, luminescence, uHTS, HEK293 (AID 1566); HEK293 NOD2/NF-kB luciferase reporter, luminescence; higher % means a stronger effect; inhibition, % at 4 µM; hits with a dose series show EC50 in µM; actives 0.63% (n = 290,000); further: many of its hits are not listed in these tables
GPR55 beta-arrestin: GPR55 agonists via beta-arrestin recruitment, primary screen, imaging, U2OS cells, beta-arrestin-GFP redistribution (AID 1961); U2OS GPR55 beta-arrestin-GFP redistribution imaging; higher % means a stronger effect; actives 0.048% (n = 290,000); one-dose activation, % at 10 µM; EC50 in µM for titrated hits;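 active means activation above 40% with more than 50 cells counted in the well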;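 further: U2OS osteosarcoma cells stably expressing GPR55 and beta-arrestin-GFP; plate controls were DMSO negative control for no effect and LPI positive control for full effect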
HIV fusion peptide: inhibitors of HIV fusion peptide binding, primary screen, biochemical, uHTS, fluorescence dequenching (AID 1986). cell-free peptide binding, fluorescence dequenching, 30 min; higher % means a stronger effect. inhibition, % at 20 µM; hits with a dose series show IC50 in µM. actives 0.3% (n = 290,000); in the data active means inhibition mostly above about 52%, no sharp cut-off; inactive means mostly below about 76%; further: some results filed as inactive read as strong as hits
Rac1 GTP hydrolysis: MgcRacGAP GTPase-activating activity inhibitors, confirmation, biochemical, ADP Hunter fluorescence. MgcRacGAP-stimulated Rac1 GTP hydrolysis, ADP Hunter fluorescence; higher % means a stronger effect; GST-tagged Rac1 F28L mutant substrate. inhibition, % at 30 µM; hits with a dose series show IC50 in µM. actives 0.6% (n = 340,000);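 active means first-screen hits whose inhibition reached a set limit at any dose in the follow-up dose series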;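 further: fluorescence reports GDP produced by GAP-driven GTP hydrolysis; strong numbers were not always called active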
GPR55 LPI antagonism: inhibition of LPI-stimulated GPR55 beta-arrestin translocation – imaging, U2OS, beta-arrestin-GFP, LPI agonist, primary screen (AID 2013); U2OS GPR55 beta-arrestin-GFP translocation imaging, LPI antagonism; higher % means a stronger effect; inhibition, % at 10 µM, or IC50 in µM where a hit was titrated; actives 0.13% (n = 290,000);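 active means spots per cell inhibited over 60%, with over 100 cells counted and total cytoplasm intensity under 500,000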;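 further: U2OS cells stably carrying GPR55 and arrestin-GFP stimulated by 5 µM LPI near EC80; imaged beta-arrestin-GFP aggregate spots per cell after agonist stimulation; plate controls were LPI-stimulated DMSO wells for no effect and DMSO wells without LPI for full effect; some results filed as inactive read as strong as hits; confirmed hits need IC50 under 10 µM and bright autofluorescent wells are also inconclusive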
* marks the source's active call; other numbers are inactive results; . = not tested or not shown; [ ] = another dose, or the depositor's remark. Unless noted, no stated cut-off is given here; in the data, active means inhibition above about 50%; inactive means the rest. This is a subset; count on the stated rates, not on these rows.

entry	GPR55 LPI antagonism	Rac1 GTP hydrolysis	NOD1 NF-kB reporter	GPR55 beta-arrestin	HIV fusion peptide	HEK293 NOD2/NF-kB	KOR beta-arrestin-1	Large T inhibition	KOR beta-arrestin-2	Compound
1	6%	-3%	23%	0.2%	3.0%	-1%	-5.0%	2%	-14%	Cc1cc(C)nc(N2CCCC(C(=O)Nc3nnc(C)s3)C2)n1 (stereo not drawn)
2	17%	20%	105%*	24%	1.0%	-62%	1.8%	9%	24%	CCOC(=O)/C(=C\c1cccc(O)c1)c1nc2sc(C)c(C)c2c(=O)[nH]1
3	2%	2%	-9%	0.0%	-0.9%	12%	3.8%	17%	-14%	CCc1cccc(CC)c1NC(=O)c1cccc(S(=O)(=O)N2CCN(C)CC2)c1
4	5%	10%	-10%	-0.2%	-1.1%	9%	-2.1%	16%	21%	COc1ccc(C2C3=C(CC(C)(C)CC3=O)Oc3ncn(CCCn4ccnc4)c(=N)c32)cc1 (stereo not drawn)
5	0%	2%	-9%	-0.1%	-1.0%	6%	5.0%	4%	9%	COc1ccc2c(c1OC)C(=O)OC2Nc1nc2ccccc2s1 (stereo not drawn)
6	-1%	11%	5%	-0.2%	-2.1%	-63%	7.2%	-1%	-68%	CCOc1ccccc1NC(=O)c1nnn(CC(=O)Nc2ccc3c(c2)OCO3)c1N
7	-13%	8%	-27%	-0.1%	6.4%	2%	-0.2%	5%	-30%	C=CCNC(=O)c1onc(CSc2cccc(OCC)c2)c1C(=O)O
8	2%	12%	-20%	-0.1%	3.0%	-17%	-3.7%	1%	-21%	O=C(c1ccc(=O)n(Cc2ccccc2)n1)N1CCN(C/C=C/c2ccccc2)CC1
9	14%	12%	0%	-0.1%	-0.4%	5%	-1.4%	-5%	-16%[20 µM]	COc1ccc(S(=O)(=O)N2CCN(C)CC2)cc1
10	11%	28%	5%	0.3%	0.8%	-9%	-3.0%	6%	23%	O=C(c1ccccc1F)N1CCN(CC2CC3C=CC2C3)CC1 (stereo not drawn)

The closing 3 compounds of the part above open the next one.
entry	GPR55 LPI antagonism	Rac1 GTP hydrolysis	NOD1 NF-kB reporter	GPR55 beta-arrestin	HIV fusion peptide	HEK293 NOD2/NF-kB	KOR beta-arrestin-1	Large T inhibition	KOR beta-arrestin-2	Compound
8	2%	12%	-20%	-0.1%	3.0%	-17%	-3.7%	1%	-21%	O=C(c1ccc(=O)n(Cc2ccccc2)n1)N1CCN(C/C=C/c2ccccc2)CC1
9	14%	12%	0%	-0.1%	-0.4%	5%	-1.4%	-5%	-16%[20 µM]	COc1ccc(S(=O)(=O)N2CCN(C)CC2)cc1
10	11%	28%	5%	0.3%	0.8%	-9%	-3.0%	6%	23%	O=C(c1ccccc1F)N1CCN(CC2CC3C=CC2C3)CC1 (stereo not drawn)
11	12%	1%	-47%	-0.1%	2.4%	-27%	2.7%	29%	-5%	CC(=O)c1ccc(OCc2cc(C(=O)NC3CCCCC3)no2)cc1
12	7%	-7%	0%	0.6%	2.8%	12%	3.4%	11%	-4%	S=C(NCCCn1ccnc1)NC1CCCCC1
13	7%	-4%	-14%	-0.3%	-1.6%	-8%	6.4%	-7%	4%	O=C(O)c1ccccc1NN=C1CCCCC1
14	-11%	7%	-3%	0.0%	-0.4%	3%	5.5%	0%	-56%	Cn1c(=S)[nH]c2[nH]c(=O)cnc2c1=O
15	10%	9%	-9%	0.4%	-1.6%	-30%	-0.1%	4%	19%	O=C(CC1CC2CCC1C2)NC1CCCCCCC1 (stereo not drawn)
16	1%	1%	-13%	0.6%	0.7%	3%	1.8%	12%	28%	N#CCC(=O)Nc1ccc(C(=O)Nc2cccnc2)cc1
17	-3%	17%	6%	-0.1%	-2.8%	9%	-5.6%	-4%	-7%	COc1ccc(C(=O)Nc2nc3ccccc3[nH]2)cc1S(=O)(=O)N1CCCC1
18	-7%	-2%	-10%	-0.1%	-0.1%	-18%	2.5%	15%	11%	CCNC(=O)COC(=O)c1cccc(Br)c1
19	-10%	7%	-17%	-0.1%	1.2%	19%	2.9%	23%	-46%	CSc1ccccc1OCc1cc(C(=O)N2CCc3[nH]cnc3C2c2ccccn2)no1 (stereo not drawn)
20	3%	4%	-12%	0.8%	-2.7%	-7%	3.4%	8%	10%	COc1ncnc2c1NC(=O)CS2
21	4%	2%	26%	0.2%	-2.8%	-39%	-1.6%	-9%	21%	O=C(NCc1ccco1)c1cc([N+](=O)[O-])ccc1N1CCCCC1
22	4%	-6%	-2%	0.0%	2.5%	8%	5.1%	17%	1%	O=C(Nc1ccccc1Cc1ccccc1)c1oc2ccccc2c1COc1ccccc1
23	2%	4%	-29%	-0.2%	-1.0%	0%	1.4%	17%	9%	O=C(OCC(=O)N1CCc2ccccc21)c1ccccc1F
24	0%	16%	-6%	-0.1%	5.5%	14%	-3.7%	7%	32%	Cc1ccc(-n2c(SCC(=O)N/N=C/c3ccccc3OCC(=O)O)nc3ccccc3c2=O)cc1
25	-5%	11%	-24%	-0.2%	-0.1%	7%	1.7%	5%	13%	CCCNC(=O)COC(=O)c1ccccc1OCC(=O)Nc1ccc(Br)cc1
26	8%	11%	-35%	-0.6%	3.6%	5%	-0.7%	11%	3%	COc1ccc(N2CC(NC(=O)N(C)CCC#N)CC2=O)cc1 (stereo not drawn)
27	6%	4%	-44%	-0.3%	-0.4%	-9%	-1.0%	10%	-11%	c1ccc(CN2CCN(Cc3nnc(-c4ccccc4)o3)CC2)cc1
28	6%	6%	22%	1.2%	-0.3%	23%	2.2%	7%	2%	COc1ccc(CCC(=O)OCC(=O)c2ccc(C)cc2)cc1
29	-2%	2%	5%	-1.0%	-1.9%	11%	4.2%	23%	20%	COCc1[nH]nc2c1C(c1ccccc1F)C(C#N)=C(N)O2 (stereo not drawn)
30	11%	8%	-9%	0.9%	1.0%	-2%	-1.3%	4%	-12%	C#CCNC(=O)C1=C[C@@H](c2cn(C(C)=O)c3ccccc23)C[C@@H](OCCCCO)O1
31	9%	8%	-6%	0.0%	-0.2%	4%	-1.4%	0%	17%	O=C(C1CC(c2cccc(Br)c2)=NO1)N1CCc2ccccc2C1 (stereo not drawn)
32	-4%	12%	-25%	-0.2%	1.8%	-26%	-2.6%	12%	-18%[20 µM]	COc1ccc(C(=O)CN2CCN(c3ccc(F)cc3)CC2)cc1
33	-4%	7%	5%	-0.1%	-0.9%	18%	-2.3%	8%	11%	O=C(N/N=C/C=C\c1cccc([N+](=O)[O-])c1)c1cccnc1
34	1%	6%	-54%	0.0%	5.5%	-1%	-1.0%	7%	-4%	Cc1ccnc2nc(C(=O)Nc3nnc(-c4ccccc4)o3)nn12
35	6%	-7%	-7%	-0.2%	0.4%	23%	0.7%	1%	8%	Cc1ccc(CNC(=O)CCS(=O)(=O)c2ccc3c(c2)oc(=O)n3C)cc1
36	-18%	5%	11%	-0.2%	-2.7%	6%	1.3%	1%	-30%	COc1ccc(NC(=S)Nc2cccc([N+](=O)[O-])c2)cc1
37	6%	11%	-14%	-0.1%	-1.5%	-5%	0.9%	4%	13%	CC(NC(=O)C1CCC1)c1ccc2c(c1)OCO2 (stereo not drawn)
38	5%	0%	-11%	-0.1%	-1.1%	-8%	-4.2%	1%	20%	Cc1cc(NC(=O)c2cc(S(=O)(=O)N3CCCCC3)ccc2C)n(-c2ccccn2)n1
39	-12%	0%	-22%	-0.2%	-1.2%	10%	-4.7%	4%	28%	Cc1cccc(C(=O)N(c2ccccn2)C(C)c2ccco2)c1 (stereo not drawn)
40	22%	6%	-11%	0.0%	2.1%	6%	6.9%	23%	-21%	COc1ccc(NS(=O)(=O)c2cccc(C(=O)NNC(=O)c3cc(C)oc3C)c2)cc1
41	8%	5%	-22%	-0.1%	-2.6%	-1%	-3.6%	0%	1%	O=C(c1cccc(C(=O)N2CCN(c3ccccc3F)CC2)n1)N1CCN(c2ccccc2F)CC1
42	1%	5%	0%	-0.1%	-1.5%	-15%	-6.3%	8%	0%	CCOC(=O)CSc1nc2cc(C(=O)N3CCCC3)ccc2c(=O)n1Cc1ccccc1
43	7%	1%	4%	-0.1%	0.8%	11%	-3.9%	16%	23%	Cc1ccc(NC2=CC(=O)CCC2)cc1C
44	5%	.	16%	-0.1%	4.0%	17%	4.5%	16%	-18%	Cc1ccc(C)c(CN2C(=O)C3CCCN3c3ccc(S(=O)(=O)N4CCOCC4)cc32)c1 (stereo not drawn)
45	17%	8%	10%	0.5%	-5.0%	4%	3.7%	5%	1%	C/C(=N\Nc1nc(N2CCCCC2)nc(N2CCOCC2)n1)c1cccs1
46	10%	3%	-16%	0.6%	0.0%	7%	-6.7%	7%	2%	S=C1NCN(C2CCCCC2)CN1Cc1ccccc1
47	-2%	6%	-12%	-0.2%	-0.8%	5%	-12%	0%	-13%	COCCNC(=O)c1c[nH]c2ccc(OC)cc2c1=O
48	-23%	-3%	52%	0.6%	3.5%	24%	-4.3%	6%	-44%	C=CCCc1ccc(C#N)c(SCc2c(C(=O)OCC)c3cc(OC(C)=O)c(Br)cc3n2C)n1
49	-4%	5%	.	0.6%	-2.9%	2%	-3.8%	2%	-17%	CC(=O)NC(C)C(c1cccs1)N1CCN(c2ccccc2)CC1 (stereo not drawn)
50	-4%	7%	-29%	0.2%	-2.6%	2%	-1.3%	0%	-15%	O=C1C2C3c4ccccc4C(c4ccccc43)[C@@H]2C(=O)N1c1cccnc1 (stereo partly drawn)
51	1%	4%	-28%	-0.3%	1.1%	-19%	-1.8%	14%	10%	COC(=O)Cc1ccc2oc(-c3cccnc3)nc2c1
52	2%	8%	-28%	0.0%	-2.2%	3%	-3.5%	17%	-28%	O=C(CN1C(=O)CSC1=O)N1CCCCC1
53	-2%	4%	-25%	0.1%	1.8%	16%	-6.2%	8%	20%	CCOC(=O)c1c(C)[n+]([O-])c2ccc3c(non3O)c12
54	-3%	7%	-4%	0.0%	0.3%	15%	1.8%	14%	17%	Cn1c(SCc2c(Cl)cccc2Cl)nnc1-c1ccc2nonc2c1
55	13%	4%	-13%	1.5%	-0.2%	2%	-5.3%	11%	27%	CCC(=O)Nc1ccc(NC(=O)CSc2nnnn2C(C)C)cc1
56	4%	8%	-2%	0.3%	-1.1%	15%	-3.0%	2%	-23%	Cc1ccc(OCc2nnc(SCC(N)=O)n2N)cc1
57	1%	8%	-30%	-0.1%	-1.0%	-9%	0.9%	2%	16%	O=C(NCC1COc2ccccc2O1)c1ccc(NC(=O)c2ccco2)cc1 (stereo not drawn)
58	11%	2%	-10%	0.0%	-2.3%	-1%	-0.6%	14%	32%	COc1ccc(-c2n[nH]c(=S)n2-c2cc(OC)ccc2OC)cc1
59	9%	-2%	0%	0.6%	0.2%	-1%	2.1%	5%	-41%	C=CCOc1c(CNc2ncn[nH]2)cccc1OCC
60	-1%	4%	1%	-0.1%	-0.8%	13%	2.8%	15%	-7%	COc1ccc(CCNC(=O)c2ccc(CNS(=O)(=O)c3ccccc3)cc2)cc1OC
